Source: PubChem
COUP-TFII inh: NR2F2 transcriptional activity inhibitors, primary screen, cell-based, luciferase reporter, HEK293T, luminescence. COUP transcription factor 2 (Homo sapiens), P24468. HEK293T NGFI-A luciferase reporter. inhibition, % at 8.6 µM. actives 0.7% (n = 370,000). AID 686940, 2013;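 active means inhibition above a per-plate cutoff, mean inhibition of test wells between control levels plus 3 SD, cut at about 38% in these data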;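 further: cells cotransfected with COUP-TFII expression vector driving the NGFI-A reporter; 0% = median of COUP-TF2 test wells and 100% = reporter-only cells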
NCOA2 inhibitor: inhibition of GAL4-SRC2 driven luciferase reporter, primary screen, SRC2 inhibitor project, cell-based, luminescence | Nuclear receptor coactivator 2 (Homo sapiens), Q15596 | HEK293 GAL4-SRC2 luciferase reporter | inhibition, % at 9 µM | actives 0.17% (n = 370,000) | AID 651957, 2012;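 active means inhibition above the mean inhibition of all tested compounds plus 3 SD, set per campaign, cut at about 52% in these data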;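 further: 0% = DMSO treated cells and 100% = cells given Gossypol at 36 µM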
Starred values were filed as active, the others as inactive. An excerpt (hit frequency here may not be typical).

Compound,NCOA2 inhibitor,COUP-TFII inh
COC(=O)C1=C(C)N(Cc2ccc(C(F)(F)F)cc2)C(=NCc2ccccc2C(F)(F)F)NC1c1ccc(Cl)cc1 (stereo not given),7,13
C=CCN1[C@@H](CC(C)C)COc2cccc(F)c2S1(=O)=O,1,-14
CCCC[C@H]1C2CC(OC(=O)Nc3cccc(Br)c3)C(C2)[C@H]2CCCCN21 (stereo not given in full),19,-9
CCCc1nc2c(C)cc(Br)cn2c1Cc1ccccc1OC,-15,-9
O=C(C1CCC1)N1CCc2cc(S(=O)(=O)C3CCN(Cc4ccc(F)cc4)CC3)ccc21,-20,-5
CC1=NOC(=O)/C1=C/c1ccc(N(C)C)cc1,-1,-3
COc1ccccc1N/C=C1/Sc2cc(Cl)ccc2NC1=O,-11,2
COc1cc2c(cc1NC(=O)CSc1nnc(-c3ccccc3F)n1-c1ccc(C)cc1)oc1ccccc12,2,-21
CCOC(=O)[C@@]12CCCC3=C1N(CCC3)C(=O)[C@H]2CC(=O)NCc1ccc(OC)c(OC)c1,-8,-6
COc1cccc(C2NC(=O)N(CCCC(=O)O)C(C)=C2C(=O)OCc2ccccc2)c1 (stereo not given),5,-4
CCCC[C@H]1C2CC(OC(=O)Nc3ccccc3OC)C(C2)[C@H]2CCCCN21 (stereo not given in full),3,8
O=S(=O)(CC1NCCc2ccccc21)NCc1ccc(F)cc1 (stereo not given),-5,6

Following part:
Compound,NCOA2 inhibitor,COUP-TFII inh
O=S1(=O)N[C@@H](Cc2ccccc2)COc2cc(N3CCCCC3)ccc21,6,10
O=C(NCCc1c[nH]c2ccccc12)OCc1cn(-c2cccc(C(F)(F)F)c2)nn1,-3,-1
CN1C(=O)c2cc(NC(=O)Nc3ccccc3)ccc2OC[C@H]2O[C@@H](CC(=O)NC3Cc4ccccc4C3)CC[C@@H]21,12,0
CCOC(=O)C1=C(C(=O)OCC)C2N(Cc3ccc(C(F)(F)F)cc3)c3ccccc3[C@@]23C[C@@H](C(=O)OC)N(S(=O)(=O)c2ccc(OC)cc2)C3=N1 (stereo not given in full),14,-3
CC(=O)N1CCN(c2ccc(N3CCN(Cc4ccccc4)[C@@H](C)C3)c(C)c2)[C@@H](C)C1,1,13
O=C(CCn1nnc(-c2cccs2)n1)NCc1cccs1,-2,-4
CC(C)(C)OC(=O)NCCc1ccccc1/C=C/S(=O)(=O)NCc1ccccc1,-18,10
O=C1NC(Cc2ccc(O)cc2)c2nc3ccc(Br)cc3c(=O)n2-c2ccc(Cl)cc21 (stereo not given),-6,-1
COC(=O)C[C@@H]1CC[C@H]2[C@H](COc3ccc(NC(=O)Nc4cccc(C#N)c4)cc3C(=O)N2C)O1,10,3
C=CCN1[C@H](CC(C)C)COc2cccc(N3CCCC3)c2S1(=O)=O,2,15
CCOC(=O)[C@]12CCCC3=C1N(CCC3)C(=O)[C@@H](CC(=O)NCCC(C)C)C2,-21,-5
Cc1ccc(Cl)cc1NC(=O)OCCN(C)C(=O)Nc1cc(Cl)ccc1C,7,-8

Further structures
Compound,NCOA2 inhibitor,COUP-TFII inh
O=C(N[C@H](C(=O)N1CCC[C@H]1C(=O)NCCc1ccccc1Cl)c1ccccc1)c1ccco1,-9,12
Cc1cccc(NC(=O)CSc2nc3ccc(NC(=O)CSc4nnnn4-c4ccccc4)cc3s2)c1C,-19,4
O=S1(=O)c2c(cccc2N2CCC[C@H]2CO)OCCCN1C1CC1,-22,-21
CCCCOc1ccc(C(=O)NC2CCCCN(Cc3ccc(Cl)cc3)C2=O)cc1 (stereo not given),14,14
COc1ccc(OC)c(S(=O)(=O)N2CCCCC2C(=O)N2CCN(c3ccccc3F)CC2)c1 (stereo not given),9,-4
C=CCOC(=O)N[C@H](c1ccc2ccccc2c1)[C@H](C)/C=C/CC(=O)OC,5,2
Cc1cc(C(=O)O)c(C)o1,-13,-17
CC(COc1ccc(Br)cc1)CN1CCC(C(O)(c2ccccc2)c2ccccc2)CC1 (stereo not given),14,3
Oc1ccccc1,10,19
CCOC(=O)[C@]12CCCC=C1N(CCCOC)C(=O)[C@@H]2CC(=O)NCc1cccc2ccccc12,-26,-2
c1cncc(CSc2nnc(-c3cccnc3)n2Cc2ccco2)c1,-12,-13
COc1ccc(C2C(C(=O)NCCN3CCOCC3)c3ccccc3C(=O)N2C2CCCCC2)cc1 (stereo not given),-9,-8

Continued; the last 2 above are carried over.
Compound,NCOA2 inhibitor,COUP-TFII inh
c1cncc(CSc2nnc(-c3cccnc3)n2Cc2ccco2)c1,-12,-13
COc1ccc(C2C(C(=O)NCCN3CCOCC3)c3ccccc3C(=O)N2C2CCCCC2)cc1 (stereo not given),-9,-8
O=C(NCCc1c[nH]c2ccccc12)c1ccc2c(c1)ncn2C1CCCCC1,-7,11
CC(=NNC(N)=O)c1ccc(Cl)c(-n2cccc2)c1,-3,-24
O=C(OCCCN1CCC2(CCCCC2)C1=O)c1ccccc1,6,-4
CCOC(=O)CC[C@@H]1CC[C@]2(CCCN(C(=O)C3CCCCC3)C2)O1,-8,4
COc1ccc(-c2nnn3c2Cn2c4ccccc4c(=O)n2[C@@H](C)C3)cc1,1,5
COC(=O)[C@]12C[C@H](CC(=O)NCc3cccs3)C(=O)N(Cc3ccco3)C1=C[C@H](COCc1ccccc1)O[C@@H]2C,-4,-14
O=C1NC(Cc2ccccc2)c2nc3cc(Cl)ccc3c(=O)n2-c2cc(Cl)ccc21 (stereo not given),-18,6
COC(=O)[C@]12C[C@H](CC(=O)NCc3cccs3)C(=O)N(Cc3cccc4ccccc34)C1=C[C@H](C1CCCC1)O[C@@H]2C,-2,5
CC1=C(C)SC(=C(C#N)c2nnc(N3CCOCC3)n2-c2ccccc2)S1,-26,12
CC(=O)CC[C@@H]1CC[C@]2(CCCN(C(=O)C(C)(C)C)C2)O1,11,1
COC(=O)[C@H](Cc1ccccc1)NC(=O)[C@H]1O[C@@H](n2cnc3c(=O)[nH]c(N)nc32)[C@H](O)[C@@H]1O,10,0
Cc1ccc(OCCn2cnc3sc(C(N)=O)c(C)c3c2=O)cc1,-11,-8

Going on with the list.
Compound,NCOA2 inhibitor,COUP-TFII inh
CCOC(=O)CC[C@H]1CC[C@]2(CCCN(C(=O)c3ccno3)C2)O1,14,-13
Cc1ccc(-c2cc(C(=O)NN=Cc3cc(Br)ccc3O)[nH]n2)cc1C,11,-25
CCCN(CCC)CCN1CCN(C(=O)[C@H](CCc2ccccc2)NC(=O)[C@H]2O[C@@H](n3cnc4c(N)ncnc43)[C@H](O)[C@@H]2O)CC1,-5,5
COC(=O)c1cc2c(c3c4cc(F)ccc4n(S(=O)(=O)c4ccc(C)cc4)c13)C(=O)N(Cc1ccccc1OC)C2,8,-5
COc1ccc(N2C(=O)c3n[nH]c(C)c3C2c2ccc(F)cc2)cc1 (stereo not given),-25,-22
Fc1cc(F)c(CSc2nnc(-c3cccnc3)n2Cc2ccccc2)cc1F,-15,3
CCc1ccc(C=NN2CCN(Cc3ccc(C)cc3C)CC2)cc1,-7,-8
CCCCS(=O)(=O)N1CCN(C(=O)C(=O)c2cccc(C(F)(F)F)c2)CC1,15,0
COC(=O)[C@]12C[C@H](CC(=O)NCCc3ccccc3OC)C(=O)N(Cc3ccco3)C1=C[C@H](C1CCCC1)O[C@@H]2C,-7,-1
O=C(Cc1cn(Cc2ccccc2)c2ccccc12)Nc1ccc(Nc2cccnc2)c(Br)c1,7,9
Cn1cccc1CC(=O)NN=C/C=C\c1ccco1,24,20
C=CCN1C(=O)[C@@H](CC(=O)N2CCCCC2)[C@]2(C(=O)OC)CCCCC=C12,5,24

Next part:
Compound,NCOA2 inhibitor,COUP-TFII inh
C=CCNc1ccc2c(c1)OC[C@H](Cc1ccccc1)NS2(=O)=O,-2,-4
Cc1cc(NC(=O)CCN2C(=O)/C(=C/c3ccccc3F)SC2=S)no1,-7,-6
O=C(OC12CCCN(C1)/C(=C/c1cccc(Cl)c1)C2)C1CCCC1 (stereo not given),-2,0
COC(=O)[C@]12C[C@H](CC(=O)NCc3ccccc3)C(=O)N(CCC3=CCCCC3)C1=C[C@H](COCc1ccccc1)O[C@@H]2C,-14,11
CCOC(=O)Cc1nc(N2CCN(CCO)CC2)c2c(C)c(C(=O)OCC)sc2n1,3,-16
CCCC[C@@H]1C(=O)N2N=C(c3ccccc3)c3ccccc3[C@H]2N2N=C(c3ccccc3)c3ccccc3[C@@H]12,-5,-8
C[C@H](CO)N1C[C@H](C)[C@@H](CN(C)C(=O)Nc2ccc3c(c2)OCO3)OCc2cn(nn2)CCCC1=O,-17,-6
COc1ccc2c(c1)[C@@]1(NCCc3c1[nH]c1ccc(OC)cc31)C(=O)N2C,-5,-8
COc1ccc(CCn2c(-c3ccccc3)nc3c(c(=O)c4ccccc4n3C)c2=O)cc1,-9,14
FC(F)(F)c1ccccc1CN1CCCc2nc(-c3ccccc3)ccc21,-48,-12
COc1cccc(C(=O)N[C@H](C(=O)N2CCC[C@H]2C(=O)NCc2ccccc2)C2CCCCC2)c1,8,3
O=S(=O)(c1cccs1)N1CN(C2CCCC2)c2nc3ccccc3nc21,-8,-6

(continued)
Compound,NCOA2 inhibitor,COUP-TFII inh
COc1ccccc1C(=O)N(Cc1ccccn1)CC1CCCO1 (stereo not given),10,15
Cc1ccc2[nH]c3c(c2c1)CN(C(=O)CN1CCCCC1)CC3,-3,9
COC(=O)[C@]12C[C@H](CC(=O)N3CCN(C(=O)C4CC4)CC3)C(=O)N(CCC3=CCCCC3)C1=C[C@H](C(C)(C)C)O[C@@H]2C,12,-1
Cc1ccc(C(=O)C2CCN(CC(=O)NC(C)C)CC2)cc1,-5,0
NC1=NC(c2ccccc2)N=C(Nc2ccccc2)N1 (stereo not given),-17,-9
Cc1nc2ccc(NC(=O)c3ccc(F)cc3F)cc2c(=O)[nH]1,-6,-6
CC(C)[C@H]1COc2c3ccccc3nn21,-19,-20
CC(=O)NC(Cc1ccc2c(c1)OCO2)C(=O)N1CCCC1 (stereo not given),0,-21
Cc1cc(C)cc([C@H]2C[C@]34CN(C(=O)OC(C)(C)C)S(=O)(=O)[C@H]3C[C@H]2O4)c1,-34,2
Cc1ccc(NC(=O)Nc2ccc3c(c2)[C@]2(CC(=O)N(CC(C)C)C2c2ccccc2)C(=O)N3C)cc1Cl (stereo not given in full),5,3
O=C1C[C@@H](c2ccccc2)N=C2N(CC3CC3)C/C(=C/c3ccccc3)N12,3,-21
CC(=O)N(C)C[C@@H]1Oc2cc(Br)ccc2S(=O)(=O)N([C@H](C)CO)C[C@@H]1C,13,2

Compound profiles (already shown). Values in the order: NCOA2 inhibitor | COUP-TFII inh
`COC(=O)[C@]12C[C@H](CC(=O)N3CCN(C(=O)C4CC4)CC3)C(=O)N(CCC3=CCCCC3)C1=C[C@H](C(C)(C)C)O[C@@H]2C` is listed as 12 | -1
`Cc1ccc2[nH]c3c(c2c1)CN(C(=O)CN1CCCCC1)CC3` is listed as -3 | 9
`O=C1C[C@@H](c2ccccc2)N=C2N(CC3CC3)C/C(=C/c3ccccc3)N12` is listed as 3 | -21
`CC(=O)N(C)C[C@@H]1Oc2cc(Br)ccc2S(=O)(=O)N([C@H](C)CO)C[C@@H]1C` is listed as 13 | 2
`CC(C)[C@H]1COc2c3ccccc3nn21` is listed as -19 | -20

Next section:
Compound,NCOA2 inhibitor,COUP-TFII inh
COc1cccc(-c2nnc(SCC(=O)Nc3ccc(OCc4ccccc4)cc3)n2Cc2ccco2)c1,-5,-1
O=C(N[C@H](C(=O)N1CCC[C@H]1C(=O)NCCc1ccccc1Cl)C1CCCCC1)c1ccccc1,-27,-16
O=C(CSc1nnc(-c2ccccc2)n1-c1ccc(Cl)cc1)Nc1ccc2cn[nH]c2c1,14,-6
Cc1cc(Br)c2nc(-c3ccc(Cl)cc3)c(Cc3cccc(Cl)c3)n2c1,-39,-15
CC1(c2nnnn2Cc2ccccc2)CSCC(=O)N1Cc1cccs1 (stereo not given),-11,-1
Cc1ccc2c(c1)C1CS(=O)(=O)N(CCc3ccccc3)CN1C2 (stereo not given),0,-7
CC(C)=CCC/C(C)=C/CNCC(=O)N1c2ccccc2[C@]2(C)C[C@@H]3C(=O)N(C/C=C(\C)CCC=C(C)C)CC(=O)N3[C@H]12,13,8
CCC[C@@H](/C=C/C(=O)OC(C)(C)C)Sc1ccccc1OC,0,5
N#Cc1ccc(C23CC4(C2)[C@H](CN(Cc2ccc(-c5ccccc5)cc2)[C@@H]4c2ccccc2)C3c2ccc(C(F)(F)F)cc2)cc1 (stereo not given in full),0,5
CC(C)(C)n1nc(C2CC2)c(Br)c1NC(=O)c1ccccc1F,5,3
COC(=O)[C@H]1C[C@@]2(n3ccc4ccccc43)c3ccccc3N(S(=O)(=O)c3ccccc3)[C@H]2N1C(=O)CNC1CCCCC1,19,0
Cc1cc(N2CCNC[C@H]2C)ccc1N1CCN(Cc2ccccc2)[C@H](C)C1,10,2

The results go on:
Compound,NCOA2 inhibitor,COUP-TFII inh
Cc1ccc(-n2c(SCc3c(Cl)cccc3Cl)nnc2-c2ccco2)cc1,-5,5
C=CC[C@]12C[C@@]3(O[C@H](c4ccc(C(F)(F)F)cc4)N=C3C[C@H](c3ccc(OC)cc3)[C@H]1C)N(Cc1ccncc1)C2=O,2,-4
COc1ccc(Cn2cc(CN3[C@@H](CC(C)C)COc4cccc(F)c4S3(=O)=O)nn2)cc1,-7,-8
COc1ccc(CNS(=O)(=O)CC2NCc3cc(OC)ccc32)cc1 (stereo not given),-15,14
CC1(C)CC(=O)C=C(Nc2ccccc2NC(=O)c2cccc(F)c2F)C1,-9,-12
Cc1ccc(CN2CCCCC(NC(=O)c3ccc(Br)cc3)C2=O)cc1 (stereo not given),-11,2
